# Screens as filed in PubChem BioAssay.
# Glioma ERSR ind – inducers of ER stress response in human glioma cells; U87-MG GRP78 promoter luciferase reporter, 16 h; Potency, µM, inactives show at the top dose activation, most hits filed as activators; hit rate 0.02% among 420,000; AID 602332; further: potency means the concentration at half of the fitted maximal effect; series mostly up to about 76 µM; % of control where 0% means no effect; nearly all actives have a fitted effect of over 35% in size
#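 Stably transfected U87-MG glioma cells carrying a GRP78-based luciferase sensor; 16 h compound incubation. Luminescence end-point read 10 min after Bright-Glo addition at room temperature.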
# USP1-UAF1 inh – inhibitors of human USP1/UAF1 deubiquitinase. hit rate 0.23% among 390,000. Potency, µM (series often up to 57.1 µM), for inactives: at the highest dose activity change, negative = inhibition, most hits filed as inhibitors. recombinant USP1/UAF1, Ub-Rhodamine cleavage fluorescence. O94782; further: potency means the concentration at half of the fitted maximal effect; on the % scale 0 is the no-effect control and ±100 the full control effect; nearly all actives have a fitted effect of over 60% in size; inactives centre near -12
#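 USP1/UAF1 complex (1 nM) preincubated 15 min at room temperature with compound, then Ub-Rho substrate (150 nM final) added. Kinetic fluorescence at 480/540 nm over 6 reads at 60 s intervals; 50 mM HEPES pH 7.8, 0.5 mM EDTA, 0.1 mg/ml BSA, 1 mM TCEP, 0.01% Tween-20.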
# Vif-A3F inh – blocks the Vif interaction with APOBEC3F; HeLa A3F-eYFP + Vif (tagged APOBEC3F with the HIV-1 protein that degrades it), YFP fluorescence increase; Potency, µM (series often up to 46.1 µM), for inactives: top-dose activity, negative = active; hit rate 0.2% among 390,000; AID 602313; further: potency means the concentration at half of the fitted maximal effect; % of control where 0% means no effect; nearly all actives have a fitted effect of over 65% in size
#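 HeLa cells stably expressing A3F-eYFP plus Vif, plated and incubated overnight at 37 deg C, then exposed to compounds overnight at 37 deg C. Blocked degradation read as raised yellow fluorescence (Ex 488/Em 500-530).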
# mIDH1 inhibitor – blocks human mutant IDH1 R132H enzyme. O75874. IDH1-R132H enzyme, NADPH consumption, diaphorase/resazurin fluorescence. Potency, µM (titrated, usually from 76.6 µM), for the others: at the top dose activity change, negative = inhibition, actives largely listed as inhibitors. hit rate 0.093% among 390,000. AID 602179; further: potency means the concentration at half of the fitted maximal effect; on the % scale 0 is the no-effect control and ±100 the full control effect; nearly all actives have a fitted effect of over 65% in size
#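 IDH1-R132H (0.5 ug/mL) preincubated 30 min with compound, then NADPH (0.016 mM) and alpha-KG (2 mM) added; 80 min at RT, pH 7.5. Remaining NADPH coupled via diaphorase/resazurin to fluorescence (540/590 nm); concentration-response curves normalized to no-enzyme control.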
# LDHA inh – LDHA (human) enzyme inhibition; P00338; purified LDHA, NADH/diaphorase-resazurin fluorescence; stronger effect = lower value; activity change, % (values are at about 110 or 230 µM); hit rate 0.15% among 480,000; AID 1347041; in the data active means activity change below about -30%; inconclusive means mostly about -25% to -30%;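 further: plate controls were DMSO wells for no effect and wells without enzyme for full effect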
#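 Resorufin fluorescence (ex540/em590), read at 0 and 20 min after diaphorase/resazurin addition, reports the NADH left after a 5 min room-temperature reaction of 2 nM human LDH5 with 0.06 mM NADH and 0.2 mM pyruvate.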
# RGS4 inh – human RGS4 inhibition. P49798. Transcreener GDP fluorescence polarization, RGS4-accelerated GTP hydrolysis. Potency, µM (titrated, usually from 114 µM), without a hit: at the highest dose activity change, negative = inhibition, actives largely listed as inhibitors. hit rate 0.039% among 390,000. AID 504845; further: potency means the concentration at half of the fitted maximal effect; on the % scale 0 is the no-effect control and ±100 the full control effect; nearly all actives have a fitted effect of over 75% in size; some results filed as inactive show a strong effect at the top dose
# Target sequence (P49798 whole entry, looked up): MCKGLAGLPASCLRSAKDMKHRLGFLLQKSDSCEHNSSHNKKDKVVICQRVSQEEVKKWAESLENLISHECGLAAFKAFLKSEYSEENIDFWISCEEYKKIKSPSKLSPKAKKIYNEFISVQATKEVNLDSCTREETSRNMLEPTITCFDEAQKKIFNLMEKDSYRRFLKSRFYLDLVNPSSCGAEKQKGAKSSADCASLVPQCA
#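 MLSMR compounds (23 nl, pin-transferred) preincubated 10 min at room temperature with a 500nM (2x) first reagent, then RGS4 at 900nM (2x) plus Transcreener GDP mix added; fluorescence polarization (620/688 nm) read before and after 90 min at 30 °C.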
# TrxR1 substrate – rat thioredoxin reductase 1 substrate activity. purified TrxR1 substrate turnover, NADPH consumption readout. Potency, µM (series often up to 114 µM), for the others: at the highest dose activity change, negative = substrate turnover. hit rate 0.01% among 390,000. AID 588456; further: potency means the concentration at half of the fitted maximal effect; on the % scale 0 is the no-effect control and ±100 the full control effect; nearly all actives have a fitted effect of over 50% in size
# Target sequence (O89049 whole entry, looked up): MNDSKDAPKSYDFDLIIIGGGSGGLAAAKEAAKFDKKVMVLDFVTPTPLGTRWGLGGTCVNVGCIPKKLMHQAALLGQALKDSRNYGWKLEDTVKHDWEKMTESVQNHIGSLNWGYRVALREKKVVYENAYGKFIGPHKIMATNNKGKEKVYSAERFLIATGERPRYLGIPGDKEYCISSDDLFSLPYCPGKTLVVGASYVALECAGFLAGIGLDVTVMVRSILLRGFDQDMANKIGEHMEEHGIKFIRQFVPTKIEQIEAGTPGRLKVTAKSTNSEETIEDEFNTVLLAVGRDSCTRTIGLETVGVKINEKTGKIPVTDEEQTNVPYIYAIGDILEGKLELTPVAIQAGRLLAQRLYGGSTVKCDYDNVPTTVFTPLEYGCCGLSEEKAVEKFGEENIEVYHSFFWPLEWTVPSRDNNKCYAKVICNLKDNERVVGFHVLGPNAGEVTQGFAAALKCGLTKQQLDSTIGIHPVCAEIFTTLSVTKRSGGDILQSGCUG
#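 Rat TrxR1, dispensed at 90 nM, was prereduced with 400 uM NADPH (final) for 5 min at ~22 deg C, then incubated with compound 15 min before 400 uM selenite. A first-read NADPH fluorescence drop versus no-compound background flagged substrates.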
# Vif-APOBEC3G blk – Vif-A3G binding inhibition; Q9HC16; HeLa A3G-eYFP + Vif (tagged APOBEC3G with the HIV-1 protein that degrades it), YFP fluorescence, overnight; Potency, µM (highest dose often 46.1 µM), for the others: at the top dose activity, negative = active, most hits filed as inhibitors; hit rate 0.076% among 410,000; AID 602310;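 further: potency means the concentration at half of the fitted maximal effect; on the % scale 0 is the no-effect control and ±100 the full control effect; nearly all actives have a fitted effect of over 60% in size; hits raise eYFP signal because A3G escapes Vif-driven loss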
# Target sequence (Q9HC16 whole entry, looked up): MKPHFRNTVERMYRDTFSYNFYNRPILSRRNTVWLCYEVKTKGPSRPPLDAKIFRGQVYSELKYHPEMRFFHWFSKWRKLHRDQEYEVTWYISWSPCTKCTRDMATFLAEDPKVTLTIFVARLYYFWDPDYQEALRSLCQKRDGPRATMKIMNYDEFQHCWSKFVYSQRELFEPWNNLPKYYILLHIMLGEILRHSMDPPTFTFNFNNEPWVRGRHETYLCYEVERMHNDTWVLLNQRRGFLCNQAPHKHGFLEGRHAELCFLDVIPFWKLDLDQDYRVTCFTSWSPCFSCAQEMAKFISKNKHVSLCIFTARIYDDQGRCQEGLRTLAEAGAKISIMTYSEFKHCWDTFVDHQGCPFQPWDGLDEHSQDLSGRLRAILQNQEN
#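 HeLa cells stably expressing Vif and C-terminally eYFP-tagged A3G, seeded overnight at 37 deg C, then exposed to compound by pintool overnight at 37 deg C. Rise in yellow fluorescence (Ex 488/Em 500-530, Acumen) marks blocked Vif-driven A3G degradation.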
# rTrxR1 inhibitor – blocks rat thioredoxin reductase 1; O89049; recombinant rTrxR1, NADPH fluorescence consumption, selenite substrate; Potency, µM (series often up to 114 µM), inactives show at the highest dose activity change, negative = inhibition, most hits filed as inhibitors; hit rate 1% among 390,000; further: potency means the concentration at half of the fitted maximal effect; on the % scale 0 is the no-effect control and ±100 the full control effect; nearly all actives have a fitted effect of over 65% in size
#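 Rat TrxR1 (90 nM in the dispensed reagent) was pre-reduced with 400 uM NADPH for 5 min at room temperature, then incubated with compound for 15 min. After 400 uM selenite was added, NADPH fluorescence (Ex 340/Em 450 nm) was followed for 8 min.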
# * = called active by the depositor; u = inconclusive; x = not tested or not shown; & = joins results of further samples; [ ] = another dose, or the depositor's remark. Unless noted, the call rests on the fitted dose curve; in most records, active means well fitted curve in the direction sought with a large enough effect; inconclusive means small, poorly fitted or top-dose-only effect, or another doubt; inactive means no such curve, though single readings can be large; an effect the other way counts as inactive or inconclusive. Some of the compounds tested. The share of hits here may be higher or lower than overall.
# Preview (3 entries):
# Results follow in this order: Glioma ERSR ind | USP1-UAF1 inh | Vif-A3F inh | mIDH1 inhibitor | LDHA inh | RGS4 inh | TrxR1 substrate | Vif-APOBEC3G blk | rTrxR1 inhibitor
> O=C1CCC(=O)N1CCc1c[nH]c2ccccc12
    1% | -13% | 6% | 0% | -9 | 3% | 10%[57.1 µM] | -1% | 10%[57.1 µM]
> CCCCN(C(=O)CSc1n[nH]c(-c2ccc(C)cc2)n1)c1c(N)n(CCCC)c(=O)[nH]c1=O
    0% | -4% | -14% | -4% | -3 | -15% | 8% | -3% | 12%
> Cc1ccc(S(=O)(=O)Nc2ccc3c(c2)nc(CN2CCCC2)n3C)cc1
    -3% | -21% | -15% | 4% | -2 | -31% | -2% | 3% | -9%

# Main list, repeating the preview:
# Results follow in this order: Glioma ERSR ind | USP1-UAF1 inh | Vif-A3F inh | mIDH1 inhibitor | LDHA inh | RGS4 inh | TrxR1 substrate | Vif-APOBEC3G blk | rTrxR1 inhibitor
> O=C1CCC(=O)N1CCc1c[nH]c2ccccc12
    1% | -13% | 6% | 0% | -9 | 3% | 10%[57.1 µM] | -1% | 10%[57.1 µM]
> CCCCN(C(=O)CSc1n[nH]c(-c2ccc(C)cc2)n1)c1c(N)n(CCCC)c(=O)[nH]c1=O
    0% | -4% | -14% | -4% | -3 | -15% | 8% | -3% | 12%
> Cc1ccc(S(=O)(=O)Nc2ccc3c(c2)nc(CN2CCCC2)n3C)cc1
    -3% | -21% | -15% | 4% | -2 | -31% | -2% | 3% | -9%
> C=C1C(=O)C2=CC1CCC(=O)C1(C)CCC(OC(C)=O)C(C)(C)C1CC2O (stereo not drawn)
    -14% | -21% | -8% | 0% | -8 | -44% | 1% | u | 50µM*
> CC(C)C[C@@H](CNCC(=O)[C@H](Cc1ccccc1)NC(=O)c1[nH]cnc1C(=O)N[C@H](CN)CC(C)C)NC(=O)c1nc[nH]c1C(=O)N[C@@H](CC(=O)O)C(=O)O
    -5% | u | 2% | 8% | 3 | u | 5% | 3% | u
> Cc1ccc(C)n1-n1cnc2sc(-c3ccccc3)cc2c1=O
    4% | -20% | 4% | 2% | 5 | -21% | -3%[57.1 µM] | 1% | 2%[57.1 µM]
> O=C(Nc1ccc(F)cc1)c1nsc(Cl)c1Cl
    2% | -2% | -9% | -4% | -3 | -11% | -3% | -12% | -4%
> Cc1ccc(S(=O)(=O)N2CCC(C(=O)N/N=C/c3cccn3C)CC2)cc1
    -4% | -13% | 10% | -4% | -4 | -22% | 7%[11.4 µM] | -2% | 15%[11.4 µM]
> NCCc1nnc(SCc2c(Cl)cccc2Cl)o1
    -1% | -21% | 1% | -1% | 0 | -5% | 10% | 5% | 22%
> COC(=O)CN1C(=S)N(c2ccc(F)cc2)C(=O)C1CC(=O)Nc1ccccc1 (stereo not drawn)
    -5% | -26% | 2% | 1% | -5 | 10% | -3% | 1% | 2%[57.1 µM]
> CCOC(=O)c1c(NC(=O)C(NCCN(C)C)c2ccccc2)sc2c1CCCC2 (stereo not drawn)
    -5% | -11% | u | 3% | 1 | -4% | -2% | -19% | 0%
> CCOC(=O)Cc1csc(NC(=O)COc2ccc3c(C)cc(=O)oc3c2)n1
    1% | -11% | 2% | 1% | -1 | -16% | 13% | -4% | 3%
> C/C=C(\C)C(=O)OC1c2c(ccc3ccc(=O)oc23)OC(C)(C)C1OC(C)=O (stereo not drawn)
    -4%&-3% | -20% | 2% | 5% | 2 | -25% | 24% | -3% | 2%
> CCOC(=O)c1noc2nc(C)n(Cc3cccc(C#N)c3)c(=O)c12
    -4% | -7% | -4% | -12% | -7 | 4% | -2%[57.1 µM] | 3% | 7%[57.1 µM]
> O=C(C1=C[C@H](C2CCCCC2)C[C@H](OCc2ccc(CO)cc2)O1)N1CCOCC1
    -3% | -15% | 4% | 12% | -2 | 2% | 6% | 2% | 25%
> NS(=O)(=O)c1ccc(CCNC(=O)CNC(=O)c2ccc(F)cc2)cc1
    -2% | 4% | -6% | -4% | -1 | -3% | 0% | 0% | 6%
> COc1ccc(CCNC(=O)C(=O)NCC2OCCN2S(=O)(=O)c2ccc(OC)c(OC)c2)cc1 (stereo not drawn)
    2% | -3% | 0% | -4% | 2 | 18% | -3%[57.1 µM] | 8% | 3%[57.1 µM]
> CCCCN(CCCC)S(=O)(=O)c1ccc2[nH]c(=O)[nH]c2c1
    -2% | -14% | -4% | 1% | 2 | -4% | 5% | -1% | 22%
> O=C(Nc1ccc2ccccc2c1)Nc1ccc2snnc2c1
    9% | -23% | 7% | 2% | -3 | -16% | -6% | 0% | -10%
> COc1ccc(-n2c(SCC(=O)NCc3ccccc3)nc3ccsc3c2=O)cc1
    -5% | -17% | -16% | 23% | -3 | 25% | -1%[57.1 µM] | 2% | 7%[57.1 µM]

# Another view of part of the listing above.
structure | Glioma ERSR ind | USP1-UAF1 inh | Vif-A3F inh | mIDH1 inhibitor | LDHA inh | RGS4 inh | TrxR1 substrate | Vif-APOBEC3G blk | rTrxR1 inhibitor
CCCCN(CCCC)S(=O)(=O)c1ccc2[nH]c(=O)[nH]c2c1 | -2% | -14% | -4% | 1% | 2 | -4% | 5% | -1% | 22%
Cc1ccc(C)n1-n1cnc2sc(-c3ccccc3)cc2c1=O | 4% | -20% | 4% | 2% | 5 | -21% | -3%[57.1 µM] | 1% | 2%[57.1 µM]

# (listing goes on)
# Results follow in this order: Glioma ERSR ind | USP1-UAF1 inh | Vif-A3F inh | mIDH1 inhibitor | LDHA inh | RGS4 inh | TrxR1 substrate | Vif-APOBEC3G blk | rTrxR1 inhibitor
> O=C(Cc1nnc(NC(=O)Nc2ccccc2)s1)NCc1ccccc1
    -5% | 0% | -3% | -13% | -2 | -3% | 5% | 2% | 17%
> Cc1ccc(NCc2nnc(SCCN3CCCCC3)n2CC2CCCO2)cc1Cl (stereo not drawn)
    -5% | -10% | 4% | 6% | -4 | 22% | -7% | 1% | -10%
> FC(F)(F)c1cccc(NC(=S)Nc2ccc(Cl)c(Cl)c2)c1
    -7% | -24% | 13% | 0% | -16 | 9% | -8% | 4% | u
> CC(C)C[C@@H](NC(=O)C1CCC(CNC(=O)[C@H](Cc2ccccc2)NC(=O)OC(C)(C)C)CC1)C(=O)O (stereo partly drawn)
    -2% | -12% | 4% | 0% | -9 | -2% | -4% | 0% | -1%
> Cc1ccc(N2CCN(CC(O)COc3ccccc3)CC2)cc1 (stereo not drawn)
    9% | -4% | 12% | -10% | -8 | -2% | -2% | 2% | 4%
> Cc1nc2ccc(NS(=O)(=O)c3c(F)cccc3F)cc2s1
    5% | -12% | 2% | -3% | -7 | 8% | 7% | 0% | 13%
> O=C(CSc1n[nH]c(-c2ccccn2)n1)Nc1ccc(F)cc1
    0% | -14% | u | -14% | 7 | 13% | -6% | 5% | 0%
> O=C(Nc1ccc(F)cc1F)NC1CC(=O)N(Cc2ccccc2)C1 (stereo not drawn)
    -3% | -2% | x | 2% | -4 | 17% | -7% | 1% | -7%
> CCOc1ccc(S(=O)(=O)N2CCC(C(=O)Nc3ccccc3N3CCCC3)CC2)cc1
    -5% | -18% | 3% | -4% | -5 | x | x | 0% | x
> O=C(Nc1cccc(Cl)c1)Nc1cccc(C(=O)O)c1
    -14% | -13% | 5% | 4% | -1 | 2% | -12% | 0% | -20%
> CC(OC(=O)c1ccc(S(=O)(=O)N2CCOCC2)cc1)c1ccccc1 (stereo not drawn)
    -2% | -20% | 8% | 3% | -1 | 10% | -9% | 0% | -7%
> N#Cc1cccn1-c1nccs1
    -3% | -6% | 14% | 9% | -8 | 22% | 11% | 1% | 14%[57.1 µM]
> NC(=O)CN(c1ccccc1)C1SC(=O)N(Cc2ccccc2)C1=O (stereo not drawn)
    -1% | -11% | -11% | 0% | -9 | -1% | 9% | 0% | -23%
> O=C(NCCCN1CCc2ccccc2C1)C1CCN(S(=O)(=O)N2CCC3(CC2)OCCO3)CC1
    -4% | -20% | 4% | -7% | -3 | 2%[56.9 µM] | -5% | 1% | 1%
> C=CCOc1ccccc1CN1CCCN(C)CC1
    -1% | -2% | -6% | 1% | -24 | 0% | 1% | 0% | 15%
> COc1ccccc1OCC(=O)Nc1ccccc1C(=O)NCc1cccnc1
    -1% | -9% | -6% | 4% | -2 | 15% | 4% | -1% | 19%
> O=C(NC1CC(=O)N(c2ccc(Cl)cc2)C1)c1ccc(S(=O)(=O)N2CCCC2)cc1 (stereo not drawn)
    -2% | -25% | -1% | 4% | 2 | -16% | -6%[57.1 µM] | 1% | -20%[57.1 µM]
> CC(=O)c1ccc(NC(=O)c2ccc(N3C(=O)c4cccnc4C3=O)cc2)cc1
    -2% | -9% | 4% | 1% | 0 | 0% | -11% | 1% | -13%
> Cc1cc(OC(=O)c2cc(C(F)(F)F)cc(C(F)(F)F)c2)c([N+](=O)[O-])c(=O)[nH]1
    -1% | -4% | -2% | 11% | 0 | 17% | 0% | -1% | 5%
